aGlu spleen mod: lysosomal alpha-glucosidase (human) modulation; AID 2112; hit rate 0.006% among 240,000; P10253; human spleen homogenate, 4-MU-alpha-glucoside fluorescence; Potency, µM (titrated, usually from 79.9 µM), inactives show at the top dose activity change, negative = inhibition, actives largely listed as inhibitors;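 further: 0% = enzyme with vehicle and -100% = no enzyme basal signal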
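Human spleen homogenate (1 ug) incubated with compounds and 1 mM 4-methylumbelliferyl-alpha-D-glucopyranoside in pH 5.0 citrate/phosphate buffer, 37 C, 40 min. Stopped at pH 10; 4-MU fluorescence (Ex 365/Em 440 nm); AC50 by Hill fit.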
GAA glycogen mod: alters human alpha-glucosidase cleavage of glycogen | Potency, µM (highest dose often 76.4 µM), for the others: at the highest dose activity change, negative = inhibition, actives largely listed as inhibitors | hit rate 0.38% among 300,000 | recombinant GAA, glycogen substrate, Amplex Red glucose oxidase fluorescence | P10253;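 further: 0% = full enzyme reaction and -100% = no-enzyme basal signal; the screen sought inhibitors and activators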
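Recombinant human enzyme (4 nM); glycogen substrate; 37 C, 40 min, pH 5.0. Readout: coupled glucose oxidase/Amplex Red fluorescence.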
SMN2 splice up: increases expression of the SMN2 splice variant; HEK293 SMN2-luciferase splicing reporter, luminescence, 30-36 h; AID 1458; Potency, µM (highest dose often 46.1 µM), for inactives: at the highest dose activity change, positive = activation, most hits filed as activators; hit rate 2.8% among 210,000; further: % of control where 0% means no effect; nearly all actives have a fitted effect of over 55% in size
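qHTS luciferase splicing reporter: luminescence rises when SMN2 exon 7 is included in transfected HEK293 cells. Compound exposure lasted 30-36 h at 37C, with 4.5 mM final sodium butyrate as control, followed by a ONE-Glo read.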
JMJD2E inh: JMJD2E (human) inhibition; B2RXH2; JMJD2E catalytic domain, FDH-coupled NADH fluorescence (FDH is formaldehyde dehydrogenase); Potency, µM (titrated, usually from 57.1 µM), for the others: top-dose activity change, negative = inhibition, most hits filed as inhibitors; hit rate 1.6% among 230,000; AID 2147; active means well fitted inhibition curve with a large enough effect, not every such curve was filed as active; inconclusive means small, poorly fitted or top-dose-only effect, or another doubt; inactive means no such curve, though single readings can be large or run the other way;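 further: 0% = wells with enzyme and -100% = buffer wells without enzyme; nearly all actives have a fitted effect of over 50% in size; many of its hits are not listed in these tables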
Target sequence (B2RXH2 1-337 limits assumed): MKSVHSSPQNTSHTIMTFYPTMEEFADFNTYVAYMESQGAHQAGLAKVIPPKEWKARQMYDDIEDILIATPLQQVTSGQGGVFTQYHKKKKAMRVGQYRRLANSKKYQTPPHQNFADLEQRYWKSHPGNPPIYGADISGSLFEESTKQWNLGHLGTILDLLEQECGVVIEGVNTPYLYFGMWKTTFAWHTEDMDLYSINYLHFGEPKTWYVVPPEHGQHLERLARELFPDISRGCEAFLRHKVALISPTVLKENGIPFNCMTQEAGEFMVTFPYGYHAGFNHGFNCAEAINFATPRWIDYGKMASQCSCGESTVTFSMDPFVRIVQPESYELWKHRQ
ALDH1A1 block: ALDH1A1 (human) enzyme inhibition; Purified ALDH1A1, NADH fluorescence, propionaldehyde substrate; hit rate 7.3% among 220,000; P00352; Potency, µM (titrated, usually from 75.3 µM), without a hit: at the top dose activity, negative = inhibition, hits mostly inhibitors; AID 1030; active means well fitted inhibition curve with a large enough effect, not every such curve was filed as active; inconclusive means small, poorly fitted or top-dose-only effect, or another doubt; inactive means no such curve, though single readings can be large or run the other way;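 further: plate controls were no enzyme wells and a reference inhibitor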
GLA spleen mod: inhibits or activates alpha-galactosidase in human spleen homogenate; hit rate 0.008% among 240,000; human spleen homogenate, 4MU-alpha-Gal fluorescence, 40 min; P06280; AID 2107; Potency, µM (top dose mostly 80 µM), for inactives: at the top dose activity change, negative = inhibition, most hits filed as inhibitors;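 further: 0% = enzyme with vehicle and -100% = no enzyme basal signal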
Target sequence (P06280 32-429 limits assumed): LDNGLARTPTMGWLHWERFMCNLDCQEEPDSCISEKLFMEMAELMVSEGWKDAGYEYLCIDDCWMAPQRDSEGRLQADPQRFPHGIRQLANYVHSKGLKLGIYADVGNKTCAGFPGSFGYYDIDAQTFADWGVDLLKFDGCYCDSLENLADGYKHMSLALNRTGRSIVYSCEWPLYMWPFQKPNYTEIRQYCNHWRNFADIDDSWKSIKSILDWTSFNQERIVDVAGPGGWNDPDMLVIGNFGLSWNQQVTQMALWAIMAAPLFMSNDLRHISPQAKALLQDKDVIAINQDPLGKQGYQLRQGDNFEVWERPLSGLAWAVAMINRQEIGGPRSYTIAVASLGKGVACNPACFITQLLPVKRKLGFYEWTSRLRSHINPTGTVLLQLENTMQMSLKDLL
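qHTS titration in buffer at pH 5.0. Alpha-galactosidase activity in spleen homogenate was measured via 4-methylumbelliferone release from 1 mM fluorogenic substrate after 40 min at 37C and a pH 10 stop. AC50 came from Hill fits of control-normalized data.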
GoLoco inh red: inhibitors of human Gai1-RGS12 GoLoco interaction (red fluorophore) | P63096 | Gai1:RGS12 GoLoco peptide FP, rhodamine, 10 min | Potency, µM (highest dose often 61.6 µM), inactives show at the highest dose activity, negative = inhibition, usual class: inhibitors | hit rate 0.44% among 230,000 | AID 880; active means well fitted inhibition curve with a large enough effect, not every such curve was filed as active; inactive means no such curve, though single readings can be large or run the other way; further: on the % scale 0 is the no-effect control and ±100 the full control effect; nearly all actives have a fitted effect of over 30% in size; many of its hits are not listed in these tables
Target sequence (P63096 whole entry, looked up): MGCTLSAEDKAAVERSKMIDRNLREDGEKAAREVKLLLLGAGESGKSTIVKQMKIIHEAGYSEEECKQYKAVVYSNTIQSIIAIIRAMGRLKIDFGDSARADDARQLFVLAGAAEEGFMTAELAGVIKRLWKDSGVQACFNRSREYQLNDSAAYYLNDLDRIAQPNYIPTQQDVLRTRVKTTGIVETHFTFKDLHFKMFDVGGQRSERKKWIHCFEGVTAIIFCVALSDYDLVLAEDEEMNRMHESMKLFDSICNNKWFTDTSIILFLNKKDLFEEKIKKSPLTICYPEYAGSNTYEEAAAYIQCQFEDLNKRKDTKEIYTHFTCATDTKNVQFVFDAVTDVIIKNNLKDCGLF
GAA inhib: inhibitors of human lysosomal alpha-glucosidase; purified human GAA, 4-MU-alpha-glucoside fluorescence; Potency, µM (series often up to 76.9 µM), inactives show at the top dose activity change, negative = inhibition, hits mostly inhibitors; P10253; hit rate 0.005% among 200,000; AID 1466;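 further: plate controls were uninhibited enzyme wells for no effect and no-enzyme background for full effect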
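qHTS format, compound range up to 77 uM. Human lysosomal enzyme at 4 nM, 400 uM 4-MU glucoside substrate, pH 5.0, 20 min room temperature; fluorescence after alkaline stop gives activity normalized to controls.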
Numbers without * were called inactive; ? = inconclusive; · = not tested or not shown; [ ] = remark or other dose. Unless noted, the call rests on the fitted dose curve; in most records, active means well fitted curve in the direction sought with a large enough effect; inconclusive means small, poorly fitted or top-dose-only effect, or another doubt; inactive means no such curve, though single readings can be large; an effect the other way counts as inactive or inconclusive. Potency means the concentration at half of the fitted maximal effect.

No. | SMILES | aGlu spleen mod | GAA glycogen mod | SMN2 splice up | JMJD2E inh | ALDH1A1 block | GLA spleen mod | GoLoco inh red | GAA inhib
1 | CC(C)C[C@@H](NC(=O)OCC1c2ccccc2-c2ccccc21)C(=O)O | -3% | · | · | 9% | 13µM* | -2% | 4% | ·
2 | C[C@H](C(=O)O)c1cccc(Oc2ccccc2)c1 | 8%[29.1 µM] | · | -5%[20.6 µM] | -1%[25.5 µM] | 4%[20.9 µM] | -7%[29.1 µM] | -3%[21.6 µM] | ·
3 | CCN(Cc1ccccc1)S(=O)(=O)c1ccc2c(c1)NC(=O)CC(=O)N2 | -2% | -5% | -25% | 5% | 14µM* | -6% | -6% | -4%
4 | CCOC(=O)N1CCN(C(=O)COc2ccc(S(=O)(=O)NC3CCCCC3)cc2C)CC1 | 0% | 3% | -42%[inhibitor] | 3% | 17% | -5% | 0% | ?
5 | CC(=O)N1CCN=C1SCc1ccc(F)cc1 | -2% | 10% | -8% | -6% | 1% | -5% | 7% | -13%
6 | COc1ccc(N(CC(=O)NCc2cccs2)S(=O)(=O)c2c(C)n[nH]c2C)cc1 | 4% | 7% | -16% | 7% | ? | 11% | -2% | -6%
7 | COc1ccccc1NC1SC(=O)N(c2ccccc2)C1=O (stereo unspecified) | 9% | -1% | 2% | -3% | 5µM* | 5% | 11% | 7%
8 | COc1ccc(NC(=O)Nc2cccc(F)c2)c(OC)c1 | 5% | 0% | 19% | 4% | 0% | 6% | 5% | 1%
9 | CCN1C(=O)c2ccccc2Sc2ccc(C(=O)NCCCN3CCOCC3)cc21 | 0% | -11% | -30% | 6% | 10% | 7% | -4% | 1%
10 | CCC1CCC2(CC1)NNC(=S)NN2 | 6% | ? | -37%[inhibitor] | ? | 7.5µM* | 3% | -3% | -1%
11 | COc1ccc(NC(=O)c2cn(-c3ccccc3)nc2-c2cc3ccccc3o2)cc1 | -2% | -4% | -5% | 49%[activator] | -11% | 4% | 9% | -8%
12 | C=C(C)CSc1nc2ccccc2[nH]1 | 0% | 10% | ? | 2% | 3% | -3% | 5% | -5%
13 | O=C(N/N=C/c1ccccc1)c1[nH]c2ccc(Br)cc2c1-c1ccccc1 | -4% | 2% | -9% | -6% | -4% | 5% | 10% | 7%
14 | O=C(O)c1cccc(CSc2nnc(Cc3ccccc3)o2)c1 | 4% | 2% | 16µM* | 6% | 9% | 12% | -2% | 0%
15 | COc1cc(NC(=O)CN2C(=O)NC(C)(c3ccccc3)C2=O)c(C)cc1[N+](=O)[O-] (stereo unspecified) | 12% | -10% | -22% | 13% | -6% | 10% | -6% | -11%
16 | COc1ccccc1NS(=O)(=O)c1cc(NC(=O)c2sccc2C)ccc1N1CCCC1 | -4% | ? | -12% | ? | 10µM* | 3% | 21% | -11%
17 | COc1ccc(CN2CCN(C(=O)c3cccs3)CC2)cc1Br | -4% | 15% | -9% | -22% | ? | -5% | -6% | -7%
18 | CC(CN1CCCC(C(N)=O)C1)c1ccccc1 (stereo unspecified) | 5% | -1% | · | 4% | 1% | 21% | -4% | 4%
19 | CSc1cccc(NC(=O)CN(C)S(=O)(=O)c2ccc(F)cc2)c1 | -5% | -1% | · | 9% | 12% | -2% | 2% | -3%
20 | CC1C/C(=C/c2ccncc2)C(=O)/C(=C/c2ccncc2)C1 (stereo unspecified) | -17% | 5% | · | -13% | -2% | -18% | -4% | 3%
21 | CCSc1nnc(NC(=O)NC(C)(C(F)(F)F)C(F)(F)F)s1 | -1% | 6% | -44%[inhibitor] | 0% | 9% | -1% | -9% | -5%
22 | Cc1ccnc(SCCn2c(N3CCC(C)CC3)nc3c2c(=O)[nH]c(=O)n3C)n1 | 7% | 6% | 10% | -10% | 8% | 6% | 8% | -1%
23 | C=CCN1c2ccccc2[C@]23C[C@@H](C(=O)OC)N(S(=O)(=O)c4ccc(C#N)cc4)C2=NC(C(=O)OC)=C(C(=O)OC)[C@H]13 | 7%[17.4 µM] | · | -1%[9.22 µM] | 12%[11.4 µM] | -3%[13.5 µM] | 8%[17.5 µM] | 0%[14.2 µM] | ·
24 | Cc1cc(C)cc(-n2nc(C)cc2N)c1 | -4% | 6% | 20% | 6% | -10% | -2% | 1% | -7%
25 | CC1=CC(C)(C)Nc2ccc(OC(=O)CCN3C(=O)c4ccccc4C3=O)cc21 | -6% | -7% | -22% | 0% | ? | -1% | -4% | 4%
26 | COC(=O)c1cc(-c2c(C)oc3cc(OC)ccc3c2=O)c(C)o1 | 2% | 2% | -18% | 3% | 5% | 8% | 6% | 2%[15.4 µM]
27 | Cc1c(Br)c(C(F)(F)F)nn1CC(=O)N1CCCC1 | 0% | 16% | -11% | -7% | 0% | 5% | 5% | -1%
28 | O=C(O)C1C2C=CC(C2)C1C(=O)NC1CCN(Cc2ccccc2)CC1 (stereo unspecified) | 3% | 7% | ? | 2% | 6% | 11% | -2% | 2%
29 | O=C(Cn1cc2c(n1)CCCC2)NCCCN1CCCC1 | -6% | 3% | -5% | -30% | 8% | -9% | 3% | -9%
30 | CCSc1nc2c(cnn2-c2ccc(C)c(C)c2)c(=O)[nH]1 | 3% | -4% | -12% | 4% | -11% | -3% | -8% | -3%

Two compounds from above, showing only GLA spleen mod:
No. | Structure | GLA spleen mod
27 | Cc1c(Br)c(C(F)(F)F)nn1CC(=O)N1CCCC1 | 5%
28 | O=C(O)C1C2C=CC(C2)C1C(=O)NC1CCN(Cc2ccccc2)CC1 (stereo unspecified) | 11%

The list continues.
No. | SMILES | aGlu spleen mod | GAA glycogen mod | SMN2 splice up | JMJD2E inh | ALDH1A1 block | GLA spleen mod | GoLoco inh red | GAA inhib
31 | CCOC(=O)c1cn(-c2ccccc2)nc1-c1cccnc1 | -1% | -6% | -1% | 0% | -6% | 3% | -2% | 3%
32 | OC(COCC1COc2ccccc2O1)CN1CCN(c2ccc(F)cc2)CC1 (stereo unspecified) | -11% | -3% | -43%[inhibitor] | -1% | ? | 3% | 11% | -2%
33 | COc1cccc(/C=N/NC(=O)c2ccc(=O)n(C)c2)c1O | -5% | -3% | 1%[1.84 µM] | 11µM* | 12% | -2% | 9% | -1%
34 | CCCc1cc(=O)[nH]c(SCC(=O)OCc2ccccc2)n1 | 4% | -3% | -10% | 0% | -2% | 3% | 5% | -12%
35 | CCN(CC)S(=O)(=O)c1cccc(C(=O)Nc2cc3oc4ccccc4c3cc2OC)c1 | -6% | -7% | -13%[1.84 µM] | 8% | ? | 0% | -21% | 1%
36 | Cc1ccc(NS(=O)(=O)c2cc(C(=O)O)ccc2Cl)cc1 | -3% | -4% | 1% | 1% | -6% | -3% | 7% | 2%
37 | Cc1cccc(N2CCN(c3ccc(NC(=O)/C=C(/C(=O)O)c4ccccc4)cc3)CC2)c1 | -8% | -12% | -8% | -28% | ? | 13% | -14% | 5%
38 | Cc1cc(C(=O)OCC(=O)c2ccc3c(c2)NC(=O)CO3)c2ccccc2n1 | -20% | 3% | 16% | ? | 4% | -8% | -10% | -1%
39 | Cc1c(C(=O)NC(C)C)sc2ncn(CC(=O)N3CCC(C)CC3)c(=O)c12 | 0% | -12% | 1% | 0% | 15% | 6% | -7% | -5%
40 | CC(OC(=O)c1cccnc1)C(=O)Nc1ccc2c(c1)OCO2 (stereo unspecified) | -3% | -4% | -4% | -5% | 7% | -10% | 1% | -1%
41 | CS(=O)(=O)N(Cc1ccccc1)c1ccc(C(=O)Nc2ccccc2Sc2ccccc2)cc1 | 2% | -5% | -8% | ? | ? | -1% | 9% | -12%
42 | CCCn1ncc(CN2CCN(Cc3ccc(C)o3)C(CCO)C2)c1C (stereo unspecified) | -3% | -1% | · | 2% | · | -1% | -15% | ·
43 | CC(=O)C1(O)C(C)CC2C3CCC4CC(O)CCC4(C)C3=CCC21C (stereo unspecified) | 3% | -2% | 0% | 1% | 20% | -5% | 7% | -1%[15.4 µM]
44 | O=C(NC12CC3CC(CC(C3)C1)C2)C1=COCCO1 | 0% | -13% | -20% | -3% | 0% | 3% | -7% | 9%
45 | O=C(c1cc(F)c(F)cc1Cl)N1CCN(c2ccc([N+](=O)[O-])c3ncccc23)CC1 | 2% | 8% | 4% | -22% | ? | -12% | 17% | 7%
46 | CCCCOc1ccc(N(CC(=O)NC(C)C)C(=O)CCC(=O)Nc2ccccn2)cc1 | 1% | 18% | · | 5% | -3% | -1% | 0% | 15%
47 | COc1ccc(C(=O)CSc2nnc3ccccn23)cc1OC | 1% | -8% | -15% | -2% | 10% | 2% | -2% | 2%
48 | c1ccc2c(c1)CC1(CCCCC1)n1nnnc1-2 | 0% | 7% | -57%[inhibitor] | -1% | 13µM* | -1% | 1% | 2%
49 | CC(C)NCC(O)COc1c(F)cc(Br)cc1F (stereo unspecified) | -3% | 2% | -14% | 3% | 12% | 0% | 4% | 4%
50 | Cc1nc(C)c(C(=O)NCCC(c2ccccc2)c2ccccc2)o1 | -4% | -10% | -87%[inhibitor] | -5% | -12% | -4% | 10% | -2%
51 | Cn1cc(S(=O)(=O)Nc2ccc(F)cc2F)c(=O)n(C)c1=O | 2% | 4% | -18% | 12% | 2% | -3% | 4% | -3%
52 | Cc1cc(Cl)c(S(=O)(=O)Nc2ccc(Cl)cn2)cc1OCC(N)=O | -4% | 2% | -4% | -2% | 6% | -24% | 4% | -5%
53 | CCOC(=O)N1CCC(NC(=O)c2cc(C)c3c(C)nn(-c4ccccc4)c3n2)CC1 | -3% | -4% | -16% | -6% | 20% | -3% | 3% | 10%
54 | Cc1ccc(S(=O)(=O)N2CCN(C(=O)CC(C)(C)C)CC2)cc1 | 1% | -6% | -6% | 9% | 10% | 3% | -15% | -9%
55 | CCc1nnc(NC(=O)CCC(=O)N2CCN(c3ccccn3)CC2)s1 | 0% | 0% | -8% | ? | ? | 8% | 4% | 1%

Compound profiles (already shown).
Cc1nc(C)c(C(=O)NCCC(c2ccccc2)c2ccccc2)o1 reads aGlu spleen mod: -4%; GAA glycogen mod: -10%; SMN2 splice up: -87%[inhibitor]; JMJD2E inh: -5%; ALDH1A1 block: -12%; GLA spleen mod: -4%; GoLoco inh red: 10%; GAA inhib: -2%
Cn1cc(S(=O)(=O)Nc2ccc(F)cc2F)c(=O)n(C)c1=O reads aGlu spleen mod: 2%; GAA glycogen mod: 4%; SMN2 splice up: -18%; JMJD2E inh: 12%; ALDH1A1 block: 2%; GLA spleen mod: -3%; GoLoco inh red: 4%; GAA inhib: -3%

Compound activity deposited in PubChem by National Center for Advancing Translational Sciences (NCATS).

The list is partial (hit frequency here may not be typical).
